Screening results (PubChem BioAssay)
TWEAK Fn14 block: blocks TWEAK-Fn14 interaction in a reporter cell assay; TWEAK-stimulated Fn14 reporter cells, luciferase luminescence, 8 h; inhibition, % at 10 µM; 360,000 compounds, 2% hits; in the data active = inhibition above about 50%
TROY signal inh: blocks TROY-dependent signaling in reporter cells; Q293 LMP1-TROYcd NF-kB luciferase reporter, 4 h; inhibition, % at 10 µM; 360,000 compounds, 0.98% hits;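 active = compounds whose plate-normalised and pattern-corrected inhibition of the luciferase reporter signal at the single screening dose is 50% or more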
NCOA2 inhibitor: human SRC2 (NCOA2) inhibition; inhibition, % at 9 µM; HEK293 GAL4-SRC2 luciferase reporter, luminescence; 370,000 compounds, 0.17% hits; AID 651957;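 active = inhibition above the mean inhibition of all tested compounds plus 3 SD, set per campaign, cut at about 52% in these data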;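 note: 0% = DMSO treated cells and 100% = cells given Gossypol at 36 µM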
NR5A2 inv ag: suppresses constitutive activity of human LRH-1; O00482; HEK293T StAR-luciferase reporter, LRH-1 transfected, 24 h; inhibition, % at 3.6 µM; 360,000 compounds, 0.13% hits; AID 602396;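 active = inhibition above the mean inhibition of all tested compounds plus 3 SD, cut at about 73% in these data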;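 note: 0% = DMSO wells and 100% = reporter-only cells lacking LRH-1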
Target sequence (O00482 whole entry, looked up): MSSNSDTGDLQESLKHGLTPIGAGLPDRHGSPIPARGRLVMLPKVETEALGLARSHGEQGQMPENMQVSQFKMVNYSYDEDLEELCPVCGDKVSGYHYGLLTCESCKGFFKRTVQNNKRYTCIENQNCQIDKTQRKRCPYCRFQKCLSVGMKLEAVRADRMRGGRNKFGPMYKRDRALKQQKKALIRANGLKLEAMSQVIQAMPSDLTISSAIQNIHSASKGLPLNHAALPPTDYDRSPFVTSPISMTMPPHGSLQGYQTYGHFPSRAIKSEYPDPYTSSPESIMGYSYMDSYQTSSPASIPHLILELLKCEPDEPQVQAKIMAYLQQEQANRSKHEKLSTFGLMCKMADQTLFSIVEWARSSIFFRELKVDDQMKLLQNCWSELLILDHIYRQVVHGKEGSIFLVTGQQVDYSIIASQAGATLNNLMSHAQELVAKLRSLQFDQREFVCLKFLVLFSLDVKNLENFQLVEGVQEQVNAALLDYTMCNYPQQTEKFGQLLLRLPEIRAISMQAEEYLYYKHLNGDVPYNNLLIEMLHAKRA
EBV LMP1 NFkB: inhibitors of Epstein-Barr LMP1-induced NF-kappaB reporter; LMP1-induced NF-kappaB luciferase reporter cells, luminescence; inhibition, % at 12.5 µM; 350,000 compounds, 0.69% hits; in the data active = inhibition above about 41%;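 note: 0% = neutral control wells and 100% = reference inhibitor control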
COUP-TFII inh: blocks human COUP-TFII nuclear receptor; P24468; HEK293T NGFI-A luciferase reporter, luminescence; inhibition, % at 8.6 µM; 370,000 compounds, 0.7% hits;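 active = inhibition above a per-plate cutoff, mean inhibition of test wells between control levels plus 3 SD, cut at about 38% in these data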;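 note: cells cotransfected with COUP-TFII expression vector driving the NGFI-A reporter; 0% = median of COUP-TF2 test wells and 100% = reporter-only cells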
Target sequence (P24468 whole entry, looked up): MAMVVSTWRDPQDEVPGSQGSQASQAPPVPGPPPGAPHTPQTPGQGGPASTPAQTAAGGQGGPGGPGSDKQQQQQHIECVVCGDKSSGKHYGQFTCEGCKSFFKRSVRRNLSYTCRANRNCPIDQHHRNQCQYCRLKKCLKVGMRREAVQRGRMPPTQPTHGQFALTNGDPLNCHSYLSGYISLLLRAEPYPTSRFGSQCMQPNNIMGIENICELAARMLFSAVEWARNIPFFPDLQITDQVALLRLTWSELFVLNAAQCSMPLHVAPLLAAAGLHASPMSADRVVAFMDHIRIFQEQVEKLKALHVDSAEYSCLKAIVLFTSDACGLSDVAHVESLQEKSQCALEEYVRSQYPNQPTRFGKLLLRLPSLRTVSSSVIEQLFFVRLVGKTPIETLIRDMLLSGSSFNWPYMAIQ
KKLEB tox: reduces viability of KKLEB cystic fibrosis airway cells; AID 602141; activity change (cytotoxicity), % at 5 µM; KKLEB CF airway cells viability, ATPlite luminescence, overnight; active compounds read low; cells stimulated with P. aeruginosa culture filtrate; 360,000 compounds, 0.36% hits;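 active = corrected activity change at or below -50% at 5 µM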
SRC3 inh: human NCOA3 inhibition. inhibition, % at 3.6 µM. HEK293 GAL4-SRC3 luciferase reporter, luminescence. AID 588352. Q9Y6Q9. 360,000 compounds, 0.17% hits;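 active = inhibition above a per-campaign cutoff, the mean of all compounds plus 3 SD, cut at about 60% in these data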;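 note: 0% = DMSO-treated cells and 100% = gossypol-treated cells at 36 µM; higher means less SRC3-driven luciferase light from the GAL4 reporter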
TRAIL sens C8: caspase-8 TRAIL sensitization; NB7+C8 cells + TRAIL, ATPlite viability luminescence; inhibition (viability loss, TRAIL sensitization), % at 10 µM; 360,000 compounds, 1% hits; AID 624354;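 active = compounds causing at least 50% loss of cell viability in the single-dose screen, relative to plate controls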
CF NFkB block: blocks PAF-induced NF-kB reporter in cystic fibrosis cells. AID 588850. 360,000 compounds, 0.86% hits. inhibition, % at 5 µM. KKLEB NF-kB-GFP reporter, GFP fluorescence overnight;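 active = at least 50% inhibition at 5 µM, scaled per plate between neutral and stimulator controls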;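 note: PAF is a Pseudomonas aeruginosa culture filtrate used as stimulus; plate controls were PAF-stimulated DMSO wells for no effect and unstimulated DMSO wells for full effect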
NCOA1 inh: human NCOA1 inhibition; HEK293 GAL4-SRC1 luciferase reporter, luminescence; 360,000 compounds, 0.12% hits; Q15788; inhibition, % at 3.6 µM; AID 588354;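 active = inhibition above the campaign mean plus 3 SD, with each screening campaign given its own cutoff, cut at about 60% in these data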;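 note: 0% = DMSO treated cells and 100% = gossypol at 36 µM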
* = called active by the depositor; nt = no result given. This is a random part of the collection; overall some 4.2% were active at least once.

SMILES	TWEAK Fn14 block	TROY signal inh	NCOA2 inhibitor	NR5A2 inv ag	EBV LMP1 NFkB	COUP-TFII inh	KKLEB tox	SRC3 inh	TRAIL sens C8	CF NFkB block	NCOA1 inh
C#CCOCCOCCOCCNc1nc(N2CCN(C(=O)[C@H]([C@@H](C)CC)n3cc(CCCN=C(N)N)nn3)CC2)nc(N2CCN(C(=O)[C@H](CCCCN)n3cc(CCCC)nn3)CC2)n1	-14	9	-3	-7	3	-13	-8	-4	-3	17	-15
Cc1cc(Cl)ccc1NC(=S)NCc1ccccc1	-4	-13	3	-5	6	-9	1	24	-22	-4	7
COc1ccc(-c2nc3ccccc3c(=O)n2NC(=O)Cc2ccccc2)cc1	2	5	2	4	-14	13	6	4	-14	8	-12
CC(=O)Nc1ccc(S(=O)(=O)Oc2ccc(Br)cc2C(=S)N2CCOCC2)cc1	-23	-19	13	22	2	-13	0	-6	-9	-5	10
CN1C2=NCCN2C(=O)c2cc(Cl)ccc21	11	-2	-27	8	-5	4	4	8	7	-4	5
Cn1c(SCc2nnc(-c3ccc(F)cc3)o2)nnc1C1COc2ccccc2O1 (stereo not drawn)	-6	-25	-22	9	-2	7	-2	1	-3	-15	-6
CC(=O)c1sc2nc(-c3cccs3)cc(C(F)(F)F)c2c1N	-22	17	-6	-4	-21	-5	7	-22	-5	-8	-4
COc1ccc(-c2nn(-c3ccccc3)cc2/C=C2/SC(=S)N(CCC(=O)O)C2=O)c(C)c1	14	61*	4	14	11	-10	-7	3	-11	-2	8
Cc1ccc(S(=O)(=O)NCC(=O)OCc2nnc(-c3ccccc3)o2)cc1C	-23	-5	-32	-10	-12	5	-20	-7	-4	12	-17
COc1ccc(/C=C(/NC(=O)c2ccc(C)cc2)C(=O)NCc2ccncc2)cc1	1	11	-1	-7	2	2	7	6	-13	-15	8
O=C(NN1C(=O)c2ccccc2NC1c1ccco1)c1ccc([N+](=O)[O-])cc1 (stereo not drawn)	14	1	7	-16	-4	-9	6	-4	5	-3	-18
O=C(CSCc1cccc(Cl)c1)N1CCN(Cc2ccc3c(c2)OCO3)CC1	3	18	18	11	8	13	0	-1	0	-7	-2
Cc1ccc(C(=O)NC(=S)Nc2ccc(N3CCOCC3)cc2)cc1C	-3	25	-4	-20	-14	3	2	-3	8	1	-5
COc1ccc(C(CNC(=O)Cc2ccc(-c3ccccc3)cc2)N(C)C)cc1 (stereo not drawn)	-13	-24	-8	5	-2	6	5	-6	1	3	-55
COc1ccc(/C=C(\NC(=O)c2cccs2)C(=O)Nc2ccccc2C)cc1OC	7	-5	-25	11	0	-32	12	26	-19	4	7
CC(C)Cn1c(SCC(=O)NCc2ccco2)nnc1-c1ccncc1	-7	10	-50	-2	-9	4	6	-10	0	8	-8
O=C1CC(c2ccco2)Sc2ccccc2N1 (stereo not drawn)	13	-14	-8	7	-9	10	-2	-18	0	-6	-24
CC(C)n1nnnc1SCC(=O)c1ccc2c(c1)OCCO2	8	-14	-40	-50	-5	-43	2	-68	-14	0	-72
CCc1ccccc1NC(=O)CNC(=O)CCNC(=O)Nc1ccccc1	-13	-14	6	19	3	8	-4	8	-6	-7	-1
CN(C(=O)CSc1ncnc2sc3c(c12)CCC3)C1CCS(=O)(=O)C1 (stereo not drawn)	0	-2	-5	-35	3	16	2	-2	-7	-32	1
O=C(c1ccc(S(=O)(=O)N2CCOCC2)cc1)N1CCOCC1	3	17	-28	-10	4	11	-2	0	-5	-3	11
O=C(c1cc([N+](=O)[O-])cc([N+](=O)[O-])c1)N1CCN(Cc2ccc3c(c2)OCO3)CC1	2	15	-44	3	1	-17	2	12	1	0	-7
CC(C)N(Cc1ccccc1)C(=O)CN1C(=O)NC2(CCOc3ccccc32)C1=O (stereo not drawn)	16	-4	15	-2	3	5	-8	12	-3	-6	-15
Cc1cccc(C)c1NC(=O)C(NC=O)c1ccc(N(C)C)cc1 (stereo not drawn)	-11	-31	16	-5	0	8	2	7	-14	3	-8

An excerpt from above in order of heavy-atom count, smallest number first.
SMILES	TWEAK Fn14 block	TROY signal inh	NCOA2 inhibitor	NR5A2 inv ag	EBV LMP1 NFkB	COUP-TFII inh	KKLEB tox	SRC3 inh	TRAIL sens C8	CF NFkB block	NCOA1 inh
CN(C(=O)CSc1ncnc2sc3c(c12)CCC3)C1CCS(=O)(=O)C1 (stereo not drawn)	0	-2	-5	-35	3	16	2	-2	-7	-32	1
CC(C)Cn1c(SCC(=O)NCc2ccco2)nnc1-c1ccncc1	-7	10	-50	-2	-9	4	6	-10	0	8	-8
O=C(NN1C(=O)c2ccccc2NC1c1ccco1)c1ccc([N+](=O)[O-])cc1 (stereo not drawn)	14	1	7	-16	-4	-9	6	-4	5	-3	-18

Next part
SMILES	TWEAK Fn14 block	TROY signal inh	NCOA2 inhibitor	NR5A2 inv ag	EBV LMP1 NFkB	COUP-TFII inh	KKLEB tox	SRC3 inh	TRAIL sens C8	CF NFkB block	NCOA1 inh
CCCCCOc1ccc(NC(=O)c2cc(SC)ccc2Cl)cc1	2	10	12	-6	3	7	0	19	14	4	-2
CCOc1ccccc1OCCC(=O)OCC(=O)Nc1c(C)cc(C)cc1C	-26	-1	-3	9	4	-13	4	8	-5	1	-4
CC(c1ccon1)N(C)Cc1cn(C)nc1-c1ccc2c(c1)OCCO2 (stereo not drawn)	-5	2	-27	18	-12	-20	0	18	-17	-7	-4
CCOC(=O)c1ccc(NC(=S)NCC(O)c2ccccc2)cc1 (stereo not drawn)	12	-4	16	12	-3	-19	-4	17	-11	4	-34
CC(C)C(NC(=O)Cc1ccccc1[N+](=O)[O-])C(C)C	12	0	-11	-9	-7	25	3	7	-2	2	-2
COC(c1ccccc1)c1nnc(CCC(=O)NC2CCCCC2)o1 (stereo not drawn)	-10	-14	-12	-16	-10	4	11	3	-1	12	-7
CCOC(=O)C1CCN(Cc2cccc(OCc3ccccc3)c2)CC1	-3	16	-5	15	3	-5	0	-6	17	-10	-4
CCCOc1cccc(C(=O)Nc2cccnc2)c1	-16	-11	-13	-24	0	0	-6	-17	6	14	-1
Cc1nc2cc(-n3ccc(=O)cc3)ccc2n1-c1ccccc1	9	-16	-26	7	-7	-6	1	20	3	-18	-7
O=C(Nc1cc(Cl)ccc1Cl)C1CCCO1 (stereo not drawn)	7	4	8	1	3	18	0	-11	11	-4	-68
O=C(NCC(c1ccco1)N1CCCC1)c1sc2ccccc2c1Cl (stereo not drawn)	7	-3	5	-34	-13	1	-5	-16	2	-12	-1
COCON1C(=O)CN(C(C)=O)C1c1ccc(Cl)cc1Cl (stereo not drawn)	-12	19	-5	-2	-2	1	-6	-4	-3	-4	1
CCOc1ccc(N2C(=O)CC(n3ccc(C)n3)C2=O)cc1 (stereo not drawn)	-21	10	-10	-2	16	-7	-11	-7	-11	-6	-9
Cc1onc(-c2c(F)cccc2Cl)c1C(=O)N[C@@H]1C(=O)N2C(C(=O)O)C(C)(C)S[C@H]12 (stereo partly drawn)	-13	1	-24	-15	-14	2	2	7	4	20	-14
COc1cc2c(cc1OC)C(c1ccco1)CC(=O)N2 (stereo not drawn)	5	-4	19	-14	-2	-8	-12	3	-2	-3	-11
CC(=O)c1c(C)nc(C)nc1NC(=O)Cc1ccccc1	-10	-4	-11	2	2	-7	-11	4	5	-12	-10
CC(C)(C)NC(=O)C(=O)NC(=O)c1c(F)cccc1Cl	11	4	6	nt	-6	8	-3	nt	27	-3	nt
CCn1c(SCC(=O)OC2CCCCC2)nc2ccccc2c1=O	12	-12	-3	-13	-1	16	-1	14	-12	-7	13
CCCOC(=O)CSC1=C(C#N)C(c2ccccc2OCC)C(C#N)C(=O)N1 (stereo not drawn)	-10	1	-18	21	0	-4	-6	3	1	3	1
CCC(C)(C)n1nnnc1C(c1ccc(O)c(OC)c1)N1CCN(c2nc3ccccc3s2)CC1 (stereo not drawn)	1	-62	10	-7	5	8	-5	8	5	20	0
Cn1c(=O)n(CCCOc2ccc(Cl)cc2)c2ccccc21	-16	-19	-20	-7	-1	-23	0	19	12	-6	-17
O=C1CCCCC1c1cccc2ccccc12 (stereo not drawn)	5	-1	-6	-5	6	6	12	9	2	-15	10
S=C(Nc1ccccc1)N1CCN(C(=S)c2ccccc2)CC1	16	12	-40	13	-9	-10	10	-10	22	-5	-25
COc1ccc(S(=O)(=O)Nc2ccc(Oc3ncccn3)c(Cl)c2)cc1	1	-1	-14	13	-1	1	6	3	-9	-2	-63
Cc1ccc(C)c(NC(=O)C(OC(=O)c2ccc(CO)cc2)c2ccccc2)c1 (stereo not drawn)	3	1	2	5	3	-10	-2	-15	4	-8	3
COc1ccc(S(=O)Cc2ccc(C(=O)NC3CC3)o2)cc1 (stereo not drawn)	21	0	15	8	-3	1	1	-6	-3	-4	2
CC(=O)N(c1ccccc1)C1CC(C)N(C(=O)c2ccccc2)c2ccccc21 (stereo not drawn)	4	2	18	-4	-1	17	-3	8	5	-2	-15
O=C(NCc1ccccc1)Nc1cccn(Cc2ccc(F)cc2)c1=O	12	6	2	-1	-6	3	11	-8	13	-5	-9
O=C(CCCCO)c1ccc(O)c(Cl)c1	8	-1	5	19	-6	-17	16	4	-5	-15	-9

Gathered by group: the entries above with four or more nitrogen atoms
SMILES	TWEAK Fn14 block	TROY signal inh	NCOA2 inhibitor	NR5A2 inv ag	EBV LMP1 NFkB	COUP-TFII inh	KKLEB tox	SRC3 inh	TRAIL sens C8	CF NFkB block	NCOA1 inh
C#CCOCCOCCOCCNc1nc(N2CCN(C(=O)[C@H]([C@@H](C)CC)n3cc(CCCN=C(N)N)nn3)CC2)nc(N2CCN(C(=O)[C@H](CCCCN)n3cc(CCCC)nn3)CC2)n1	-14	9	-3	-7	3	-13	-8	-4	-3	17	-15
Cn1c(SCc2nnc(-c3ccc(F)cc3)o2)nnc1C1COc2ccccc2O1 (stereo not drawn)	-6	-25	-22	9	-2	7	-2	1	-3	-15	-6
O=C(NN1C(=O)c2ccccc2NC1c1ccco1)c1ccc([N+](=O)[O-])cc1 (stereo not drawn)	14	1	7	-16	-4	-9	6	-4	5	-3	-18
CC(C)Cn1c(SCC(=O)NCc2ccco2)nnc1-c1ccncc1	-7	10	-50	-2	-9	4	6	-10	0	8	-8
CC(C)n1nnnc1SCC(=O)c1ccc2c(c1)OCCO2	8	-14	-40	-50	-5	-43	2	-68	-14	0	-72
CCc1ccccc1NC(=O)CNC(=O)CCNC(=O)Nc1ccccc1	-13	-14	6	19	3	8	-4	8	-6	-7	-1
O=C(c1cc([N+](=O)[O-])cc([N+](=O)[O-])c1)N1CCN(Cc2ccc3c(c2)OCO3)CC1	2	15	-44	3	1	-17	2	12	1	0	-7
CC(c1ccon1)N(C)Cc1cn(C)nc1-c1ccc2c(c1)OCCO2 (stereo not drawn)	-5	2	-27	18	-12	-20	0	18	-17	-7	-4
CCC(C)(C)n1nnnc1C(c1ccc(O)c(OC)c1)N1CCN(c2nc3ccccc3s2)CC1 (stereo not drawn)	1	-62	10	-7	5	8	-5	8	5	20	0
